Bioassay records as filed in PubChem BioAssay.
CHOP UPR activ: activators of apoptotic CHOP UPR arm, primary screen, cell-based, CHO-CHOP luciferase reporter, luminescence, uHTS; UPR activation; percent of tunicamycin response over DMSO baseline; activation, % at 10 µM; hit rate 0.34% among 330,000;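 active = at 10 µM dose, activation of 40% or more, normalized to positive control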;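 also: 100% = tunicamycin at 10 µg/mL and 0% = DMSO alone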
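Assay system: CHO cells with stable CHOP pathway luciferase reporter; Buffer or medium: F12 plus 10% serum; Times: 16-18 h cell attachment, then 6 h compound exposure, 37 °C; Signal: luciferase luminescence; Read-out basis: percent activation relative to tunicamycin control; Control set: tunicamycin high control, DMSO low control.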
XBP1 UPR activ: activators of adaptive XBP1 UPR arm, primary screen, cell-based, CHO-XBP1 luciferase reporter, luminescence, uHTS | hit rate 0.33% among 330,000 | activation, % at 20 µM | AID 463104, 2010 | IRE1-XBP1 UPR activation; percent of tunicamycin response, DMSO as zero;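 active = versus positive control, 20 µM dose yields 30% or more activation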;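 also: 100% = tunicamycin at 10 µg/mL and 0% = DMSO only wells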
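Test system: CHO-XBP1 luciferase reporter cells | Buffer or medium: Serum-containing F12 medium, 10% FBS | Schedule: 6 h compound exposure at 37 °C, 5% CO2 | Detection: Steady-Glo luciferase glow luminescence, 10 min after reagent addition | Read-out basis: Activation, % of tunicamycin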
CCR6 antag: CCR6 receptor antagonists, primary screen, cell-based, CHO-K1, luminescence, beta-arrestin, uHTS; inhibition, % at 20 µM; hit rate 0.49% among 340,000; AID 493098, 2011; CHO-K1 CCR6 PathHunter beta-arrestin, CCL20-stimulated; C-C chemokine receptor type 6 (Homo sapiens), P51684;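 active = compounds whose inhibition of the agonist-driven luminescence signal at 20 µM reaches about 50%, limit read from the data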;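 also: cells stimulated with CCL20 at 14 nM final; plate controls were DMSO with CCL20 for no effect and DMSO without agonist for full effect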
APJ ag: agonists of human apelin receptor APJ, primary screen, CHO-K1 cells, PathHunter beta-arrestin, luminescence | 0% DMSO wells, 100% apelin | activation, % at 20 µM | hit rate 0.11% among 330,000 | P35414;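 active = activation more than six SD over the plate average, tested at 20 µM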;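 also: 0% = DMSO alone and 100% = apelin-13 at 10 nM; some results filed as inactive read as strong as hits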
Target sequence (P35414 whole entry, looked up): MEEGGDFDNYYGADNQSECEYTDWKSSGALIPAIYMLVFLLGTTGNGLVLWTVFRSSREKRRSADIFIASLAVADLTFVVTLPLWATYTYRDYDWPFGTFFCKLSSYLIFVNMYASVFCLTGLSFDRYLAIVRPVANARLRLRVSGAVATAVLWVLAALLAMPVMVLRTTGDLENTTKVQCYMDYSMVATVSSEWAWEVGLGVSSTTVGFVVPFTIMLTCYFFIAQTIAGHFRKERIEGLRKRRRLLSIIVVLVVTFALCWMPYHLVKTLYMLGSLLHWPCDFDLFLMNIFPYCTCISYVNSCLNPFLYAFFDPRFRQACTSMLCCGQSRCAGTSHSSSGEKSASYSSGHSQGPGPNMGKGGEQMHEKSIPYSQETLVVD
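Incubation: overnight seeding, 90 min compound at 25 °C, 1 h detection; test system: PathHunter CHO-K1 APJ (AGTRL-1) beta-arrestin reporter cells; amount: 1000 cells/well; doses: one dose, 20 µM compound, 1% DMSO; measured by: beta-gal luminescence; measure: agonist-driven arrestin binding to APJ; benchmarks: negative DMSO alone, positive Apelin-13 at 10 nM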
EBI2 antag: EBI2 receptor antagonists, beta-arrestin recruitment, primary screen, cell-based, luminescence, 7a,25-OHC stimulation, uHTS; G-protein coupled receptor 183 (Homo sapiens), P32249; 7a,25-OHC stimulated; inhibition, % at 5 µM; hit rate 0.81% among 360,000; in the data active = inhibition above about 38%;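 also: enzyme fragment complementation signal reports receptor beta-arrestin coupling in cells; 0% = agonist plus DMSO wells and 100% = wells without agonist; some results beyond the cut were filed as inactive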
Target sequence (P32249 whole entry, looked up, the tested form may be a part): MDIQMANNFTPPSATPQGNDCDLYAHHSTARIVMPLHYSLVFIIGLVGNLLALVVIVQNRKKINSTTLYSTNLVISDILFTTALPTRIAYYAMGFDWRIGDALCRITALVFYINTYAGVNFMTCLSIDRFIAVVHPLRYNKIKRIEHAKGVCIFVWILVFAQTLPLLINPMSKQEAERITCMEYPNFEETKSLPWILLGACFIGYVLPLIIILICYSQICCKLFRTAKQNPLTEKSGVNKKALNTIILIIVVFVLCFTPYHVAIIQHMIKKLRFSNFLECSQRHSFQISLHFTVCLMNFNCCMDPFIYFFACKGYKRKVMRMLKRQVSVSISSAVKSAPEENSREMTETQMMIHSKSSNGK
APJ antag: antagonists of human apelin receptor APJ, primary screen, CHO-K1 cells, beta-arrestin complementation, luminescence; hit rate 0.32% among 330,000; P35414; AID 2521, 2010; inhibition, % at 20 µM;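 active = inhibition above about 40% at 20 µM, limit read from the data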;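 also: cells challenged with 10 nM apelin-13 agonist together with compound; plate controls were apelin-13 plus DMSO wells for no effect and DMSO wells lacking apelin-13 for full effect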
CXCR6 block: CXCR6 receptor inhibitors, primary screen, cell-based, beta-arrestin, luminescence, CHO-K1 PathHunter, 1536-well; C-X-C chemokine receptor type 6 (Homo sapiens), O00574; hit rate 0.36% among 360,000; inhibition, % at 20 µM; AID 602244, 2012; in the data active = inhibition above about 34%, passing the limit was not always enough;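 also: antagonist mode with CXCL16 agonist at 10 nM final; 0% = 10 nM CXCL16 with DMSO and 100% = unstimulated wells without agonist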
Target sequence (O00574 whole entry, looked up): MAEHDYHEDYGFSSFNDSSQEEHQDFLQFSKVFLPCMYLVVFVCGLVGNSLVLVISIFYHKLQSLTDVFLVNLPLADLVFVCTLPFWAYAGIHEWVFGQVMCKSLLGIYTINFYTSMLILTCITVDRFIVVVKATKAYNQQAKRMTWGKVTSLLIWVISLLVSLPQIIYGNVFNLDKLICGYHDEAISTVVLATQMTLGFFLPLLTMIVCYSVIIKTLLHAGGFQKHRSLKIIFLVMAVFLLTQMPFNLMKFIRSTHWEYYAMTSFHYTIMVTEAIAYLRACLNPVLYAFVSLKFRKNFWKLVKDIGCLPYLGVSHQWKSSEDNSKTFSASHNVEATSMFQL
tim23-1 inh: growth inhibitors of tim23-1 mutant yeast, primary screen, luminescence, uHTS. AID 463212, 2010. inhibition, % at 20 µM. S. cerevisiae tim23-1 growth, BacTiter-Glo luminescence, 24 h. hit rate 1.3% among 330,000;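 active = growth inhibition of the mutant yeast at or above 50%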;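 also: temperature-sensitive mutant grown at 25 °C; plate controls were DMSO-treated mutant yeast for no effect and medium wells lacking yeast for full effect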
Mdm2 MdmX PPI: inhibitors of human Mdm2-MdmX association, primary screen, cell-based, luminescence, split luciferase, SaOS-2, uHTS | Protein Mdm4 (Homo sapiens) + E3 ubiquitin-protein ligase Mdm2 (Homo sapiens), … | SaOS-2 split-luciferase Mdm2/MdmX complementation | inhibition, % at 8 µM | hit rate 3% among 330,000;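 active = inhibition of at least 50% at 8 µM in the primary screen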
The depositor's hits bear a star; nt = no result given. The list is partial. The share of hits here may be higher or lower than overall.

compound | CHOP UPR activ | XBP1 UPR activ | CCR6 antag | APJ ag | EBI2 antag | APJ antag | CXCR6 block | tim23-1 inh | Mdm2 MdmX PPI
Cc1ccc2ncc(NC(=O)c3ccc(F)cc3)c(=O)n2c1 | 6.6 | 1 | -1 | 3 | 2 | 9 | -2 | 14 | -5
COc1ccc(CN(C)C(=O)c2ccc(Cl)c(S(=O)(=O)NCc3cccnc3)c2)cc1F | -3.1 | -1 | 10 | -3 | 1 | -8 | 0 | 1 | 5
CN(C)CCCN(C(=O)/C=C/c1cccs1)c1nc2ccc(F)cc2s1 | 2.5 | -3 | 20 | 0 | -4 | 1 | -3 | 8 | 59*
O=C(C1CCCN(c2ncnc3c2nc2n3CCCCC2)C1)N1CCN(c2ccccc2)CC1 (stereo unspecified) | 2.5 | -3 | 0 | 4 | 9 | 7 | 0 | 22 | 24
Cc1cccc(NC(=O)CSc2nc3c([nH]c4ccccc43)c(=O)n2C)c1 | 8.5 | 18 | -13 | -1 | 18 | -2 | -3 | -1 | 65*
COc1ccc(Cl)cc1C(=O)NC(=S)Nc1cc(-c2nc3ccccc3[nH]2)ccc1C | 5.4 | 4 | -1 | -1 | 19 | 6 | -1 | 20 | 76*
Nc1nnc(-c2ccc(F)cc2)s1 | 0.6 | 1 | 9 | -3 | -3 | 4 | 4 | 13 | -6
Oc1ccccc1-c1cc(-c2cccc(F)c2)n[nH]1 | 9.0 | 8 | -10 | -2 | 23 | 3 | 5 | 64* | -141
O=C(Nc1cccc([N+](=O)[O-])c1)c1ccc2c(c1)C(=O)N(c1ccccn1)C2=O | 1.1 | -3 | 12 | -1 | -4 | 6 | 12 | 18 | 10
O=C1N(O)C2(C=CCCC2)/C(=N\O)C12CCCCC2 (stereo unspecified) | 0.1 | -3 | -11 | -2 | -8 | -5 | 1 | 13 | -9
O=C(COC(=O)C1CC2CCCC(C1)C2=O)Nc1ccc(F)c(Cl)c1 (stereo unspecified) | 1.1 | 0 | 4 | -3 | -2 | -1 | -4 | 2 | -16
O=C(COC(=O)C12CC3CC(CC(Cl)(C3)C1)C2)Nc1ccc2[nH]c(=O)[nH]c2c1 | 0.8 | -2 | 7 | -4 | -8 | 9 | 0 | 11 | -8
O=C(Nc1ccc(CN2CCOCC2)cc1)c1ccco1 | 2.0 | -4 | 5 | -2 | -2 | 7 | -12 | 11 | -27
COC(=O)c1ccccc1NC(=O)NC1CCCCC1 | 0.2 | 4 | 10 | 2 | -7 | -3 | 5 | 11 | 0
Cc1ccc(-c2nc(C)sc2CC(=O)OCC(=O)Nc2c(F)cccc2F)cc1 | -1.6 | -2 | 4 | -4 | -12 | 1 | -4 | 20 | 8
CN(C)CCCNc1cc(-c2ccccc2)nc2cc(-c3cccc(F)c3)nn12 | 5.2 | -2 | 23 | 5 | 32 | 6 | 1 | -6 | 63*
CC(C)Cc1nnc(NC(=O)CCC(=O)NC2CCCCCCC2)s1 | -1.0 | 2 | 12 | 1 | 3 | 1 | 1 | 20 | 23
Nc1ccc(C(=O)CC(=O)Nc2ccc(Cl)cc2)cc1 | 1.1 | 1 | 9 | -3 | 12 | -26 | -3 | 27 | -2
Cc1csc(Sc2ccc(C(=O)OCC(=O)Nc3ccc(OC(F)(F)F)cc3)cc2[N+](=O)[O-])n1 | 1.8 | -2 | 5 | 1 | -13 | -7 | -4 | -15 | 2
Cn1nc(-c2ccccc2)c(C#N)c1Sc1cccc(Cl)c1 | -1.7 | -5 | 10 | -5 | 14 | -7 | -2 | 22 | -1
O=C(Nc1ccc(N2CCCCC2)cc1)C1CCCN1S(=O)(=O)c1ccc(F)cc1 (stereo unspecified) | 0.4 | 3 | 16 | -3 | 1 | 8 | -2 | 10 | -8
Cn1ccnc1SCCNC(=O)CCc1nnc(CCc2ccccc2)o1 | 2.0 | 0 | 8 | -4 | 5 | 8 | -2 | -6 | -6
CCc1nc2c(oc3ccccc32)c(=O)[nH]1 | -0.5 | 1 | 0 | 0 | 6 | 16 | 0 | -6 | 14
CC(=O)N(Cc1ccccn1)Cc1ccco1 | -0.8 | -3 | 0 | -4 | -6 | -19 | -6 | -11 | 6
COc1ccc(NC(=O)c2ccccc2Sc2ccc(NC(C)=O)nc2)cc1 | 2.4 | -1 | -1 | 2 | -2 | -3 | 3 | 5 | 4

Following part:
compound | CHOP UPR activ | XBP1 UPR activ | CCR6 antag | APJ ag | EBI2 antag | APJ antag | CXCR6 block | tim23-1 inh | Mdm2 MdmX PPI
CCC(C)NC(=O)C(Cc1ccccc1)NS(=O)(=O)c1ccc2c(c1)oc(=O)n2C (stereo unspecified) | -2.0 | -3 | 10 | 3 | -5 | 4 | 0 | -22 | 6
COC(=O)NNC(=S)Nc1cc(OC)ccc1OC | -1.3 | -2 | 11 | -4 | 18 | 1 | 12 | 19 | -15
Cc1cccc(C(=O)NC2CCCc3ccccc32)c1 (stereo unspecified) | 0.0 | 0 | nt | 0 | nt | 9 | nt | 15 | -6
COc1ccc(N/C=C2\C(=O)c3c(sc(C)c3C)N(C)S2(=O)=O)cc1 | -0.7 | 3 | 4 | -4 | 14 | 13 | -4 | 3 | 25
CCOC(=O)c1cc2c(=O)n3ccccc3nc2n(C(C)C)c1=NC(=O)c1ccco1 | 0.2 | 1 | 4 | -3 | 0 | 11 | -11 | 9 | 4
COCCCNC(=O)C1CCN(C(=O)Nc2ccc(Cl)cc2)CC1 | 0.2 | -2 | -10 | 1 | 9 | 15 | -3 | 8 | -2
CCON1C(=O)C(C)(C)N(OCC)C(=O)C1(C)C | -0.9 | -2 | -5 | 3 | 9 | 10 | 3 | -4 | -1
COc1ccc2c(c1OC)C(=O)OC2C/C(=N\NC(N)=O)c1ccccc1 (stereo unspecified) | 2.1 | 0 | 3 | -3 | -6 | -22 | 9 | 1 | 3
CCc1nnc2sc(-c3ccc(NC(=O)c4ccco4)cc3)nn12 | 3.5 | 1 | -3 | -1 | -7 | 9 | 2 | 13 | -4
CCOC(=O)c1c(C)[nH]c(C)c1S(=O)(=O)NCC1CCN(Cc2ccccc2OC)CC1 | -0.4 | -4 | 7 | -2 | 4 | 7 | -4 | 8 | 17
COc1cccc(/C=C/C(=O)Nc2cccc(C(C)=O)c2)c1OC | 1.2 | 0 | 11 | -2 | 13 | -4 | 3 | 27 | -20
C[C@]12CCC3C(CC[C@H]4CCCC[C@]34C)C1CC[C@@]2(O)CNCCO (stereo partly specified) | 3.6 | 33* | 0 | 2 | -13 | 18 | 6 | 10 | 98*
O=C1CN2C(=Nc3ccc(Br)cc3C2c2ccccc2)CCN1 (stereo unspecified) | -1.0 | -2 | 11 | -1 | -3 | 4 | -5 | -6 | -14
CCOC(=O)/C=C/C(=O)OCC(=O)Nc1ccc(OC)c(Cl)c1 | -0.1 | 2 | 10 | -1 | -1 | 2 | -6 | 40 | 23
CCOc1ccc(N2C(=O)CC(Sc3nc(-c4cccs4)cc(C(F)(F)F)c3C#N)C2=O)cc1 (stereo unspecified) | -0.4 | -3 | 0 | -4 | 2 | 15 | 9 | 17 | 12
CC(C)CC(=O)N1CCN(Cc2ccc(Cl)cc2)CC1 | 0.9 | -3 | 0 | -4 | -4 | 8 | -8 | 0 | 8
COc1ccc(OC)c(NC(=O)Nc2nnc(N3CCCCC3C)s2)c1 (stereo unspecified) | -3.0 | -1 | -5 | 2 | -10 | -5 | -1 | 29 | 18
CCOC(=O)c1ccc(-c2c(-c3cc(OC)c(OC)c(OC)c3)noc2C)cc1F | -1.6 | 6 | 13 | 7 | 11 | -28 | 9 | 28 | 62*
Cc1ccnc(NC(=O)C2CC(=O)N(Cc3ccccc3)C2)c1 (stereo unspecified) | 2.2 | -3 | -1 | -4 | 0 | 5 | 3 | -8 | -72
COc1ccc(C(=O)Cc2nnc(C)s2)cc1 | 5.5 | 3 | 10 | -3 | -3 | 7 | 4 | 18 | -6
Cc1ccc2c(c1)N(C(=O)CCC(=O)N1CCOCC1)CCO2 | 0.1 | -3 | 11 | 5 | -3 | 10 | 4 | 1 | -12
Cc1nc2c([nH]c3ccc(Br)cc32)s1 | 2.8 | 1 | 3 | 1 | 11 | 14 | -5 | 22 | -10
CCOC(=O)c1nn(-c2ccccc2C)c2nc(CC(C)C)c(C#N)c(=O)n12 | 0.1 | -2 | -2 | -2 | 2 | 16 | 10 | 21 | 10
Cc1c(C(=O)N2CCN(Cc3ccc4c(c3)OCO4)CC2)sc2ncnc(N3CCN(c4ccccc4F)CC3)c12 | 1.7 | 3 | 13 | -1 | 7 | -14 | -8 | 20 | 63*
O=C(NC(=S)Nc1ccccc1N1CCCCC1)c1ccco1 | -0.3 | 2 | 25 | 0 | -4 | 3 | 4 | 54* | -11

(cont.)
compound | CHOP UPR activ | XBP1 UPR activ | CCR6 antag | APJ ag | EBI2 antag | APJ antag | CXCR6 block | tim23-1 inh | Mdm2 MdmX PPI
O=C(O)/C(=C\c1cccc(C(F)(F)F)c1)c1ccc(S(=O)(=O)N2CCCC2)s1 | -2.3 | -2 | 7 | -3 | 3 | -6 | 6 | -3 | -8
COc1ccc(CN(Cc2ccco2)S(=O)(=O)c2ccc(S(=O)(=O)N3CCCC3)cc2)cc1 | -3.7 | -3 | 13 | -3 | -7 | 4 | 1 | -28 | 21
CNCc1cc2ccc(C)cc2[nH]c1=O | -0.7 | -3 | -6 | -2 | -5 | 10 | -6 | 5 | 10
O=C(Oc1ccc(OC(=O)c2ccco2)c(S(=O)(=O)c2ccc(Br)cc2)c1)c1ccco1 | -0.8 | 2 | 2 | 1 | -12 | -22 | 2 | 22 | -17
COc1ccc(Cl)cc1N(C)C(=O)CCc1nc(-c2ccc(C)cc2)no1 | -0.1 | 0 | 7 | -3 | 8 | 18 | -8 | 40 | 42
CCCc1nc2c(C)cc(C)cc2c(N)c1CC | 2.7 | -2 | -4 | -1 | -4 | -22 | -11 | -6 | 16
O=C(CSc1nnc(NC(=O)c2ccccc2F)s1)NCc1ccco1 | 0.6 | -3 | 2 | -3 | -9 | 10 | 1 | 17 | 15
COc1cc(N=Nc2ccc3ccccc3c2)ccc1O | 6.0 | 7 | 51* | -6 | 20 | 22 | 33 | 63* | -131
